IAP activation – mouse intestinal phosphatase enzyme activation – biochemical, luminescence, single concentration, confirmation (AID 434970); purified mouse IAP, CDP-Star luminescence, 30 min; stronger effect = lower value; activity change, negative = activation, % at 10 µM; hit rate 2.9% among 11,000; in the data active = activity change below about -85%;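 note: percent relative to enzyme plus DMSO wells and wells without enzyme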
IAP activation Fold change – second read-out of IAP activation, no call of its own (marks repeat the call); activation factor; measured here: IAP activation factor; stronger effect = higher value;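 fold luminescence change scaled to plate control wells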
* = called active by the depositor.

IAP activation	IAP activation Fold change	structure
2	0.98	Cc1ccc(/C=C/C(=O)c2nc3ccccc3[nH]2)cc1
6	0.94	CCOC(=O)c1c(NC(C)=O)sc2c(OC)cccc12
7	0.93	Cc1cc(C)cc(OCc2nc3ncc(Br)cc3[nH]2)c1
5	0.95	CCOCCCNC(=O)C1CCCN1S(=O)(=O)c1ccc(Cl)cc1 (stereo unspecified)
-156*	2.6*	Cc1ccc(NC(=O)NC2CCCCCCC2)cc1C
-4	1	CN(C(=O)c1ccncc1)c1nnc(-c2ccncc2)s1
-7	1.1	O=C1C2CCCN2c2ccc(S(=O)(=O)N3CCOCC3)cc2N1Cc1cccc(C(F)(F)F)c1 (stereo unspecified)
0	1	CCOc1ccc(N2C(=O)CC(N3CC(C)OC(C)C3)C2=O)cc1 (stereo unspecified)
-46	1.5	O=C(NCCOc1ccccc1F)Nc1ccc(Br)cc1
-151*	2.5*	C#CCOCCOCCOCCNc1nc(N2CCN(C(=O)CCCCCCCCCCNC(=O)[C@H]([C@@H](C)CC)n3cc(CCCCCN)nn3)CC2)nc(N2CCN(C(=O)CCCCCCCCCCNC(=O)[C@H](CO)n3cc(CCCCCN)nn3)CC2)n1
-8	1.1	COc1cc2c(cc1OC)[C@@H](NC(=O)c1ccc(C(F)(F)F)cc1)[C@H](OCc1ccccc1)C2
-81	1.8	NS(=O)(=O)c1ccc(N2N=C(c3ccccc3)CC2c2cccc(Br)c2)cc1 (stereo unspecified)
1	0.99	COc1ccc(S(=O)(=O)c2ccc(O)cc2)cc1
0	1	COCCNC(=O)CN(c1cccc(OC)c1)S(=O)(=O)c1ccc(C)cc1
5	0.95	C/C(=N\NS(=O)(=O)c1ccc(Cl)c([N+](=O)[O-])c1)c1ccc(C)o1
-14	1.1	Cc1cc2ccccc2c(=O)n1CC(=O)Nc1ccc2c(c1)OCCO2
4	0.96	CC[C@]1(C(=O)OC)[C@H]2C(=O)N(Cc3ccccc3)C(=O)[C@H]2[C@H]2CN=C(SCc3ccc(C#N)cc3)N21
8	0.92	O=C1CCN(S(=O)(=O)c2ccccc2)N1
-12	1.1	CCOC(=O)N1CCN(C(=O)Cn2c(C)cc3ccccc3c2=O)CC1
13	0.87	O=[N+]([O-])c1ccc(N2CCN(c3ccc(Cl)nn3)CC2)cc1NC1CC1
-2	1	COc1ccc(-c2cc(C(=O)NCCCn3ccnc3)no2)cc1OC
2	0.98	O=C(NNS(=O)(=O)c1ccccc1)c1cnn(-c2ccccc2)c1-n1cccc1
2	0.98	CN(C)CCCC1(O)c2ccccc2C=Cc2ccccc21
4	0.96	Cc1nn(-c2ccccc2)c2sc(C(=O)O)cc12
-12	1.1	CCC(=O)Nc1nnc(SCC(=O)Nc2ccc(F)cc2)s1
-9	1.1	[N-]=[N+]=CC(=O)CCCN1C(=O)c2ccccc2C1=O
-8	1.1	CCCCN(C)CCC(=O)Nc1ccc(OC)cc1OC
1	0.99	CCOC(=O)C(NC(=O)c1ccccc1)(Nc1nnc(C)s1)C(F)(F)F (stereo unspecified)
-24	1.2	C=CCNc1ccccc1S(=O)(=O)NCc1ccccc1
7	0.93	Cc1ccc(-n2ncc(C#N)c2/N=C/N2CCOCC2)cc1

In the list so far, 6 have an aryl methoxy group:
IAP activation	IAP activation Fold change	structure
6	0.94	CCOC(=O)c1c(NC(C)=O)sc2c(OC)cccc12
-8	1.1	COc1cc2c(cc1OC)[C@@H](NC(=O)c1ccc(C(F)(F)F)cc1)[C@H](OCc1ccccc1)C2
1	0.99	COc1ccc(S(=O)(=O)c2ccc(O)cc2)cc1
0	1	COCCNC(=O)CN(c1cccc(OC)c1)S(=O)(=O)c1ccc(C)cc1
-2	1	COc1ccc(-c2cc(C(=O)NCCCn3ccnc3)no2)cc1OC
-8	1.1	CCCCN(C)CCC(=O)Nc1ccc(OC)cc1OC

Further records follow.
IAP activation	IAP activation Fold change	structure
-1	1	CCCCCC(=O)NC(=S)Nc1ccccc1C(=O)OC
-1	1	COc1ccc(-c2c(C#N)c(C)nc3c2C(=O)c2ccccc2-3)cc1
0	1	CCCOc1ccc(N2C(=O)C3ON(c4ccccc4)C(CCC)C3C2=O)cc1 (stereo unspecified)
-124*	2.2*	CCCCNC(=O)Nc1ccc2c(c1)N(C)C(=O)c1ccccc1S2
-1	1	CCc1nc(SCc2cccnc2)[nH]c(=O)c1C
2	0.98	O=C(NCc1ccncc1)c1cnccn1
4	0.96	COC(=O)Cc1[nH]nc2c1C1(C(=O)N(Cc3ccccc3)c3ccccc31)C(C#N)=C(N)O2 (stereo unspecified)
9	0.91	N#Cc1c(-c2ccc(F)cc2)noc1N
6	0.94	CCCCC1=C(C(=O)OCC)C(C(=O)OCC)Oc2ccccc21 (stereo unspecified)
2	0.98	COc1cc(OC)cc(C(=O)Nc2cc(NC(=O)c3ccco3)ccc2OC)c1
-10	1.1	COc1ccc(C)cc1C(=O)CCC(=O)Nc1ccccc1N1CCOCC1
1	0.99	COc1ccccc1CNC(=O)c1cn(C)c(=O)c2cc(OC)c(OC)cc12
2	0.98	COc1ccc(C2CC(=O)Oc3cc(OC)c(OC)c(OC)c32)cc1 (stereo unspecified)
-5	1	Cn1c(=O)c2c(nc(SCC(=O)NCc3ccc4c(c3)OCO4)n2Cc2ccc(Cl)cc2)n(C)c1=O
-1	1	CC(=O)CC(=O)NC(=NC1CCCCC1)Nc1nc(C)cc(C)n1
-3	1	CN(C)c1nc(NCc2ccccc2)nc(Oc2ccc(=O)[nH]n2)n1
0	1	Cc1cccc(OCc2nnc(SCC(=O)OC3CCCCC3)o2)c1
-5	1.1	Cc1c(C(=O)O)sc2nc3n(c(=O)c12)CCC(C)CC3 (stereo unspecified)
16	0.84	CC(C)NC(=O)c1ccc(COCC(F)(F)F)cc1
5	0.95	CCOCCCNC(=O)COc1ccc(OC)cc1
-17	1.2	Cc1cnc2cc(Cl)c(Cl)cc2n1
-17	1.2	O=S(=O)(c1ccc2ccccc2c1)N1CCCOC1
62	0.38	Oc1cc(O)c2c(c1)O[C@H](c1ccc(O)c(O)c1)[C@H](O)C2
0	1	CC[C@]12c3[nH]c4ccc(OC)cc4c3CCN1C(=O)C(CC(=O)NCc1ccco1)C[C@@H]2C(=O)N1CCN(C(=O)C2CC2)CC1 (stereo partly specified)
23	0.77	COCc1[nH]nc2c1C(c1cc(OC)c(O)c(OC)c1)C(C#N)=C(N)O2 (stereo unspecified)
62	0.38	Cc1cc(/C=C2\SC(=S)NC2=O)c(C)n1C
5	0.95	Cc1noc(C)c1COC(=O)c1cc(C)n(-c2ccccc2)c1C
0	1	O=C(c1c[nH]c(=O)n(-c2ccccc2)c1=O)N1CCc2ccccc21
-7	1.1	CC(=O)N1C(Nc2ccc(Cl)cc2)CCN1c1ccccc1 (stereo unspecified)
-7	1.1	CCC(=O)N1CCCc2cc(S(=O)(=O)NCc3cccs3)ccc21

Next part:
IAP activation	IAP activation Fold change	structure
-2	1	CC(C)CNC(=S)NC1CC2CCCC(C1)N2Cc1cccs1 (stereo unspecified)
10	0.91	Cc1cc2oc(=O)cc(-c3ccccc3)c2c(C)c1-c1ccc(O)cc1
-8	1.1	Cc1ccc(-n2nnnc2-c2cnoc2-c2cccc(F)c2)cc1
-20	1.2	COc1cc(C2CC(c3cccnc3)=NN2c2ccc(F)cc2)cc(OC)c1OC (stereo unspecified)
-8	1.1	COc1ccc(Cn2c(C3CC3)nc3ccc(NC(C)=O)cc3c2=O)cc1
-357*	4.6*	CCN(CC)S(=O)(=O)c1cccc(NC(=O)Nc2cccc(C(F)(F)F)c2)c1
-5	1.1	O=C(Nc1ccccc1N1CCN(c2ccc(F)cc2)CC1)C12CC3CC(CC(C3)C1)C2
2	0.98	CCCCSCc1[nH]c(=O)[nH]c1C(=O)CCCCC(=O)OCC
0	1	CCOC(=O)C1CCCN(C(=O)c2cc(Nc3ccc(OC)c(OC)c3)nc3ccccc23)C1 (stereo unspecified)
-2	1	O=C(Sc1nnnn1C1CCCCC1)c1cccs1
16	0.84	N#Cc1cc(-c2ccccc2)oc1/N=C/c1ccccc1O
8	0.92	O=C(CN1CCOCC1)NCCNC(=O)CN1CCOCC1
7	0.93	O=C(Cn1cnc2c(NCc3ccccc3)ncnc21)NCc1ccccc1
9	0.91	Clc1ccc(C2=Nn3c(nnc3-c3cccs3)SC2)cc1
-18	1.2	CN(C)C(CNC(=O)Nc1cccc(Cl)c1)c1cccnc1 (stereo unspecified)
-4	1	CC(=O)c1cc(CN2C(=O)c3ccccc3C2=O)cs1
0	1	CN1CCN(S(=O)(=O)c2ccc(Sc3nnc(-c4cccs4)n3-c3ccccc3)nc2)CC1
-38	1.4	CCOC(=O)c1ccc(NC(=S)NCc2ccc(F)cc2)cc1
-3	1	O=C1CCCCCC1C1(O)C(=O)Nc2ccc(Br)cc21 (stereo unspecified)
3	0.97	Cc1ccc(/C(N)=N/OC(=O)C23CC4CC(CC(C4)C2)C3)cc1
0	0.99	C/C=C/C(=O)N[C@@H]1c2ccccc2CC[C@@H]1OCc1ccccc1
-10	1.1	Cc1cn([C@H]2C[C@H](O)[C@@H](CCC(=O)NCCCn3ccnc3)O2)c(=O)[nH]c1=O
12	0.88	CC(=O)Nc1nc2n(n1)C(c1ccc(F)cc1)C=C(c1ccccc1)N2 (stereo unspecified)
7	0.93	COc1cccc(/C=C2\N=C3CCCCCN3C2=O)c1
70	0.31	CS(=O)(=O)c1ccc(C(=O)Nc2nc(-c3ccco3)c(-c3ccco3)s2)cc1
-44	1.4	S=C(Nc1cccc(Cl)c1)NC1CC2CCCC(C1)N2C1CCCC1 (stereo unspecified)
-9	1.1	O=C(CSc1nc2ccccc2s1)N1c2ccccc2Sc2ccc(C(F)(F)F)cc21
5	0.95	c1coc(CNc2nc(-c3ccncc3)cs2)c1
4	0.96	O=C(C[C@H]1C[C@H](C(=O)N2CCOCC2)[C@@]2(CCC3CCCC3)c3[nH]c4cc(-c5ccco5)ccc4c3CCN2C1=O)NCc1ccco1
10	0.9	CCOC(=O)c1ccc(S(=O)(=O)Nc2ccc3cn[nH]c3c2)cc1

Among those listed so far, these have a cyano group:
IAP activation	IAP activation Fold change	structure
4	0.96	CC[C@]1(C(=O)OC)[C@H]2C(=O)N(Cc3ccccc3)C(=O)[C@H]2[C@H]2CN=C(SCc3ccc(C#N)cc3)N21
7	0.93	Cc1ccc(-n2ncc(C#N)c2/N=C/N2CCOCC2)cc1
-1	1	COc1ccc(-c2c(C#N)c(C)nc3c2C(=O)c2ccccc2-3)cc1
4	0.96	COC(=O)Cc1[nH]nc2c1C1(C(=O)N(Cc3ccccc3)c3ccccc31)C(C#N)=C(N)O2 (stereo unspecified)
9	0.91	N#Cc1c(-c2ccc(F)cc2)noc1N
23	0.77	COCc1[nH]nc2c1C(c1cc(OC)c(O)c(OC)c1)C(C#N)=C(N)O2 (stereo unspecified)
16	0.84	N#Cc1cc(-c2ccccc2)oc1/N=C/c1ccccc1O

Later entries:
IAP activation	IAP activation Fold change	structure
60	0.4	Cc1ccc(NC(=O)CSc2nnc(-c3ccco3)c(-c3ccco3)n2)cc1
2	0.98	NC(=O)CN1CCCN(S(=O)(=O)c2ccc(Br)cc2)CC1
-7	1.1	O=C(OCC(=O)N(C1CCCCC1)C1CCCCC1)c1ccncc1
1	0.99	Cn1c(SCC(=O)N2CCN(S(=O)(=O)c3ccc(Cl)cc3)CC2)nc2ccccc21
-78	1.8	O=C(NCC1CCN(Cc2ccccc2Cl)CC1)Nc1cccc(Cl)c1
-27	1.3	CCCNC(=O)c1ccc2c(c1)C1C3CCC(C3)C1C(c1ccccc1)N2 (stereo unspecified)
2	0.98	Cc1sc2nc(CN3CCOCC3)nc(N3CCC(C(N)=O)CC3)c2c1C
4	0.96	COc1ccccc1NC(=O)CN1CCC(C(=O)c2ccc(F)cc2)CC1
11	0.89	Cc1cc(C(=O)COC(=O)CN(C)S(=O)(=O)c2ccc(Cl)cc2)c(C)n1Cc1cccs1
6	0.94	Cc1ccc2oc(-c3ccc(NC(=O)c4ccc5c(c4)OCO5)cc3)nc2c1
7	0.93	COC(=O)c1ccc(NC(=O)C23CC4CC(C2)CC(n2cncn2)(C4)C3)cc1
7	0.93	CCOc1ccccc1-c1nc(-c2ccncc2)no1
-76	1.8	COc1ccc(NC(=O)N(C)C[C@H]2Oc3ccc(NC(=O)Nc4ccc(C(F)(F)F)cc4)cc3C(=O)N([C@H](C)CO)C[C@@H]2C)cc1
-118*	2.2*	COc1ccc(C2CC(c3ccccc3Cl)=NN2c2ccc(S(N)(=O)=O)cc2)cc1 (stereo unspecified)
-50	1.5	COc1cccc(NC2=NC3(CCCCC3)N=C(N)N2)c1
2	0.98	O=C(Nc1nnc(SCC(=O)N2CCCCC2)s1)c1cccs1
2	0.98	Cc1ccccc1-n1nc(C(=O)O)c(C)c(C#N)c1=O
0	1	Cn1nnc2cc(C(=O)NC(C)(C)C)ccc21
3	0.97	CCOC(=O)N1CCC(NS(=O)(=O)c2cc3c(cc2C)NC(=O)CO3)CC1
-10	1.1	N#CC1=C(N)Oc2c(ccc3ccccc23)C1c1ccsc1 (stereo unspecified)
0	1	Cn1cc(CC(=O)NCCCN2CCCC2)c2ccccc21

Source: PubChem BioAssay

Only part of the results is shown; the hit share may differ from the screen's.
